12-LOX inh: inhibitors of human 12S-lipoxygenase ALOX12 | Potency, µM (top dose mostly 108 µM), for inactives: at the top dose activity change, negative = inhibition, most hits filed as inhibitors | actives 1.1% (n = 580,000) | P18054 | purified 12hLO, xylenol orange hydroperoxide absorbance | AID 1671190; note: % is set by controls: 0 for no effect and ±100 for the full control effect
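Purified human 12hLO (150 nM final) in 25 mM Hepes, 0.01% Triton X-100, pH 7.0 was preincubated 15 min at room temperature with compound. Then 40 uM arachidonic acid was added, 30 min. Hydroperoxide was read by Fe-XO absorbance ratio 573/405 nm.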
USP1 inh: USP1/UAF1 (human) deubiquitinase inhibition. O94782. recombinant USP1/UAF1, Ub-Rhodamine cleavage fluorescence. Potency, µM (series often up to 57.1 µM), without a hit: top-dose activity change, negative = inhibition, usual class: inhibitors. actives 0.23% (n = 390,000). AID 743255; note: % is set by controls: 0 for no effect and ±100 for the full control effect; nearly all actives have a fitted effect of over 60% in size; inactives centre near -12
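USP1/UAF1 complex (1 nM) preincubated 15 min at room temperature with compound, then Ub-Rho substrate (150 nM final) added. Kinetic fluorescence at 480/540 nm over 6 reads at 60 s intervals; 50 mM HEPES pH 7.8, 0.5 mM EDTA, 0.1 mg/ml BSA, 1 mM TCEP, 0.01% Tween-20.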
mIDH1 inhibitor: human IDH1 R132H inhibition; Potency, µM (highest dose often 76.6 µM), for the others: at the highest dose activity change, negative = inhibition, usual class: inhibitors; IDH1-R132H enzyme, NADPH consumption, diaphorase/resazurin fluorescence; actives 0.093% (n = 390,000); O75874; note: % is set by controls: 0 for no effect and ±100 for the full control effect; nearly all actives have a fitted effect of over 65% in size
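IDH1-R132H (0.5 ug/mL) preincubated 30 min with compound, then NADPH (0.016 mM) and alpha-KG (2 mM) added; 80 min at RT, pH 7.5. Remaining NADPH coupled via diaphorase/resazurin to fluorescence (540/590 nm); concentration-response curves normalized to no-enzyme control.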
Vif-APOBEC3F blk: Vif-A3F binding inhibition | HeLa A3F-eYFP + Vif (tagged APOBEC3F with the HIV-1 protein that degrades it), YFP fluorescence increase | Potency, µM (highest dose often 46.1 µM), for the others: at the top dose activity, negative = active | AID 602313 | actives 0.2% (n = 390,000); note: % of control where 0% means no effect; nearly all actives have a fitted effect of over 65% in size
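Fluorescence increase (Ex 488/Em 500-530) after overnight compound treatment at 37 deg C flags inhibition of Vif-driven A3F-eYFP loss in stable HeLa A3F-eYFP/Vif cells seeded overnight beforehand.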
TrxR1 substrate: is turned over as a substrate by rat TrxR1; O89049; purified TrxR1 substrate turnover, NADPH consumption readout; Potency, µM (titrated, usually from 114 µM), for the others: at the top dose activity change, negative = substrate turnover; actives 0.01% (n = 390,000); note: % is set by controls: 0 for no effect and ±100 for the full control effect; nearly all actives have a fitted effect of over 50% in size
Target sequence (O89049 whole entry, looked up): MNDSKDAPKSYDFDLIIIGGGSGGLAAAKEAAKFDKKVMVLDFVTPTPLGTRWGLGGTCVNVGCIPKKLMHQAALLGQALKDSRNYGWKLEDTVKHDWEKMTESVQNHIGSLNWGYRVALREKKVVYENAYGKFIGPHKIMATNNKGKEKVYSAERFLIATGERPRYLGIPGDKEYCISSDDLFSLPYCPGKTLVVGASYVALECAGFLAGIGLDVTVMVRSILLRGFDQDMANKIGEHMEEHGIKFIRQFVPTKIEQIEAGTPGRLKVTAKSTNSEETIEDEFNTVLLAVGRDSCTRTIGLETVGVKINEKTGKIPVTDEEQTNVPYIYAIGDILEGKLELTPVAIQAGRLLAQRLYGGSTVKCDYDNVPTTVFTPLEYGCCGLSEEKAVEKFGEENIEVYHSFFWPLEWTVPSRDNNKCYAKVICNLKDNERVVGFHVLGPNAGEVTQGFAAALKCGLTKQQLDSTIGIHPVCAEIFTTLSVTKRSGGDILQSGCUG
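Rat TrxR1, dispensed at 90 nM, was prereduced with 400 uM NADPH (final) for 5 min at ~22 deg C, then incubated with compound 15 min before 400 uM selenite. A first-read NADPH fluorescence drop versus no-compound background flagged substrates.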
RXFP1 ag: agonists of human relaxin receptor RXFP1 | HEK293T-RXFP1 cAMP TR-FRET, 30 min; response scale: percent of porcine relaxin response, buffer zero | actives 0.3% (n = 370,000) | Q9HBX9 | Potency, µM (titrated, usually from 57.5 µM), without a hit: at the highest dose activation, actives largely listed as activators | AID 2676; note: % is set by controls: 0 for no effect and ±100 for the full control effect; nearly all actives have a fitted effect of over 60% in size; many of its hits are not listed in these tables
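Agonist response is measured as cAMP accumulation in an RXFP1-transfected HEK293T line under PDE4 inhibition. Values are scaled between buffer-only and 29 nM porcine relaxin, and EC50s come from standard Hill equation fits.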
TrxR1 inh: rat TrxR1 inhibition; actives 1% (n = 390,000); O89049; Potency, µM (titrated, usually from 114 µM), for inactives: at the top dose activity change, negative = inhibition, actives largely listed as inhibitors; AID 588453; recombinant rTrxR1, NADPH fluorescence consumption, selenite substrate; note: % is set by controls: 0 for no effect and ±100 for the full control effect; nearly all actives have a fitted effect of over 65% in size
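Rat TrxR1 (90 nM in the dispensed reagent) was pre-reduced with 400 uM NADPH for 5 min at room temperature, then incubated with compound for 15 min. After 400 uM selenite was added, NADPH fluorescence (Ex 340/Em 450 nm) was followed for 8 min.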
Vif-A3G inh: inhibitors of Vif-APOBEC3G interaction; actives 0.076% (n = 410,000); Potency, µM (doses to about 46.1 µM), inactives show top-dose activity, negative = active, hits mostly inhibitors; HeLa A3G-eYFP + Vif (tagged APOBEC3G with the HIV-1 protein that degrades it), YFP fluorescence, overnight; Q9HC16;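 note: % is set by controls: 0 for no effect and ±100 for the full control effect; nearly all actives have a fitted effect of over 60% in size; hits raise eYFP signal because A3G escapes Vif-driven loss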
Target sequence (Q9HC16 whole entry, looked up): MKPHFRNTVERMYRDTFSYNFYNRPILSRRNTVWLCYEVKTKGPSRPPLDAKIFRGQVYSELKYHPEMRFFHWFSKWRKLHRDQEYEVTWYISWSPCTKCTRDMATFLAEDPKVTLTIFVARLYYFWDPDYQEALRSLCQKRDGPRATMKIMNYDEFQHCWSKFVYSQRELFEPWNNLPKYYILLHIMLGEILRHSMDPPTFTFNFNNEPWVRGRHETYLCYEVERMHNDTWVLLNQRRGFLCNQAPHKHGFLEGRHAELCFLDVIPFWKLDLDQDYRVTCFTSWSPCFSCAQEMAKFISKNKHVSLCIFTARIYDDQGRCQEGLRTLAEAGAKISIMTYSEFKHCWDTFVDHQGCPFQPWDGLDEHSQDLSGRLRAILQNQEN
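HeLa cells stably expressing Vif and C-terminally eYFP-tagged A3G, seeded overnight at 37 deg C, then exposed to compound by pintool overnight at 37 deg C. Rise in yellow fluorescence (Ex 488/Em 500-530, Acumen) marks blocked Vif-driven A3G degradation.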
RGS4 inh: inhibitors of human regulator of G protein signaling 4. AID 504845. actives 0.039% (n = 390,000). Transcreener GDP fluorescence polarization, RGS4-accelerated GTP hydrolysis. P49798. Potency, µM (top dose mostly 114 µM), inactives show top-dose activity change, negative = inhibition, actives largely listed as inhibitors; note: % is set by controls: 0 for no effect and ±100 for the full control effect; nearly all actives have a fitted effect of over 75% in size; some results filed as inactive show a strong effect at the top dose
Target sequence (P49798 whole entry, looked up): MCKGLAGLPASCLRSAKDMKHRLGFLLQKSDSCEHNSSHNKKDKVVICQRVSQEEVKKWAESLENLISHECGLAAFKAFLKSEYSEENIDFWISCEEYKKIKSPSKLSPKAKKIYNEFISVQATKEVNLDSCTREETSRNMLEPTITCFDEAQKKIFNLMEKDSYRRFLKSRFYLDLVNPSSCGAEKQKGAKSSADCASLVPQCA
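MLSMR compounds (23 nl, pin-transferred) preincubated 10 min at room temperature with a 500nM (2x) first reagent, then RGS4 at 900nM (2x) plus Transcreener GDP mix added; fluorescence polarization (620/688 nm) read before and after 90 min at 30 °C.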
Active calls of the source: *; ? = inconclusive; · = not tested or not shown; [ ] = another dose, or the depositor's remark. Calls come from the whole dose curve; as a rule, active = well fitted curve in the direction sought with a large enough effect; inconclusive = small, poorly fitted or top-dose-only effect, or another doubt; inactive = no such curve, though single readings can be large; an effect the other way counts as inactive or inconclusive. Potency is the fitted concentration of half-maximal effect.

SMILES	12-LOX inh	USP1 inh	mIDH1 inhibitor	Vif-APOBEC3F blk	TrxR1 substrate	RXFP1 ag	TrxR1 inh	Vif-A3G inh	RGS4 inh
COc1ccc(C2c3ccc4ccccc4c3Oc3ncn(CCN4CCOCC4)c(=N)c32)cc1OC (stereo not given)	?	-13%	13%	-9%	-5%	1.5%	24%	-5%	-17%
c1ccc2c(CSCc3nc4ccccc4[nH]3)cccc2c1	-21%	-18%	9%	3%	1%	-2.0%	6%	1%	-6%
CCCCN(Cc1ccco1)C(=O)c1cc2c(s1)-c1c(C)cccc1OC2	0%	-24%	-4%	-3%	180%[activator]	4.9%	141%[activator]	-4%	-3%
COc1cc(OC)cc(C(=O)NCC(=O)OCc2ccc(Cl)c(Cl)c2)c1	1%	-24%	4%	-14%	0%	0.6%	17%	-6%	-11%
Cc1ccsc1CCNC(=O)C1CCC(=O)N(CCc2cccc(F)c2)C1 (stereo not given)	3%	-15%	1%	-8%	12%	-0.5%	35%	-1%	-12%
CCc1nnc(NC(=O)c2sc3nc4c(cc3c2N)CCCCCC4)s1	-15%	-20%	1%	?	7%[57.1 µM]	5.1%	5%[57.1 µM]	-30%	-42%
O=C(NCCc1ccccc1Cl)C1CCC(=O)N(CC2CCCCC2)C1 (stereo not given)	-10%	-27%	-2%	-2%	0%	-0.2%	9%	2%	-5%
CCCCCN1C(C(=O)c2ccccc2)=C(NC(=O)c2ccc(OC)c(OC)c2)c2ccccc2S1(=O)=O	-13%	-12%	-6%	1%	-9%	-0.7%	14%	-1%	-43%
CCC1CCc2sc(C(=O)OCC(=O)N(CCOC)c3c(N)n(Cc4ccccc4)c(=O)[nH]c3=O)cc2C1 (stereo not given)	-25%	-13%	-2%	6%	3%	2.6%	0%	-1%	-3%
O=C1CC(c2ccccc2)CCc2sccc2N1 (stereo not given)	-11%	1%	9%	2%	6%	1.3%	15%	1%	-8%
COc1ccc(C(=O)NNC(=O)c2cc(C)nc3ccccc23)cc1	6%	-19%	3%	0%	2%	1.1%	10%	0%	-41%
Cc1ccn2c(=O)nc(SCC(=O)OCc3ccccc3)nc2c1	-2%	-3%	3%	-15%	0%[57.1 µM]	6.6%	3%[57.1 µM]	-1%	-15%
NS(=O)(=O)c1ccc(NC(=O)COC(=O)CC2Sc3ccccc3NC2=O)cc1 (stereo not given)	369%[activator]	-12%	-3%	-18%	0%	-6.3%	0%	-9%	12%
COc1ccc(-n2c(SCc3ccccc3F)nc3c([nH]c4ccccc43)c2=O)cc1OC	-26%	-18%	-4%	-1%	0%[57.1 µM]	-0.7%	14%[57.1 µM]	2%	20%
O=S(=O)(N/N=C/c1ccccc1OCc1ccc(Cl)cc1)c1ccccc1	-28%	-22%	-1%	-22%	-2%	0.1%	3%	?	-18%
COc1cc(OC)c2c(c1C(CCN1CCCCC1)c1ccc(N(C)C)cc1)OC(=O)CC2c1ccc(N(C)C)cc1 (stereo not given)	·	·	·	·	1%	·	-2%	-1%	-27%
O=c1cc(-c2ccco2)nc(-c2cccs2)o1	65%	-16%	-5%	3%	-5%	2.7%	-26%	2%	4%
COC(=O)c1ccccc1S(=O)c1snnc1C (stereo not given)	5%	-18%	1%	-2%	7%[57.1 µM]	0.1%	19%[57.1 µM]	0%	-23%
Clc1ncccc1-c1nc2ccccc2n1Cc1ccccc1	29%	-18%	0%	0%	8%[57.1 µM]	-2.2%	11%[57.1 µM]	-3%	-14%
CC(=O)N1CCN(c2ccc(NC(=O)c3ccc(F)cc3)cc2)CC1	?	-20%	13%	2%	11%[2.29 µM]	-1.7%	28%	3%	12%
O=C(COC(=O)C1=COCCO1)Nc1ccc(Cl)cn1	?	-28%	-14%	-2%	-1%	·	4%	-15%	1%
Cc1ccc(C(=O)N2CCN(Cc3nc4sc5c(c4c(=O)[nH]3)CCCC5)CC2)cc1	-15%	-5%	3%	5%	-13%	2.4%	23%[57.1 µM]	-4%	-11%
Cc1ccc(/C=N/N2CCN(C3c4ccccc4-c4ccccc43)CC2)s1	-9%	-5%	6%	-18%	-12%	0.0%	-20%	3%	8%
CCOC(=O)C1CCCN(S(=O)(=O)c2cc(Br)cc3c2N(C(=O)C2CC2)CC3)C1 (stereo not given)	-20%	-8%	3%	1%	3%[57.1 µM]	1.9%	4%[57.1 µM]	1%	-5%
Cc1c(C2(O)CCCCC2)[nH]c2ncccc12	-3%	-21%	12%	3%	4%[57.1 µM]	0.2%	24%[57.1 µM]	-5%	-7%
CC(=O)Nc1cccc(N(C(=O)C2COc3ccccc3O2)C(C(=O)NC2CCCCC2)c2cn(C)nc2C)c1 (stereo not given)	12%	?	-3%	-9%	9%[11.4 µM]	0.3%	17%[11.4 µM]	-1%	?
CCOC(=O)C1CCCN(c2c(NCCCN(CC)c3ccccc3)c(=O)c2=O)C1 (stereo not given)	-1%	-6%	4%	-9%	-3%	-2.2%	18%	0%	7%
Cc1ccccc1OCC(=O)Nc1nnc(C2CC2)s1	17%	-4%	4%	-2%	4%	-2.3%	23%	-5%	-13%
CCn1c(CN2CCCCC2)nc2cc(NC(=O)COc3cc(C)ccc3C(C)C)ccc21	-14%	?	-12%	-20%	-10%	0.1%	30%	2%	3%
Cc1onc(-c2ccccc2)c1C(=O)Nc1ccc(S(=O)(=O)NC2=NCCCCC2)cc1	-4%	-4%	-9%	4%	2%[57.1 µM]	0.2%	2%[57.1 µM]	2%	22%
COc1ccc(C2c3ccc(O)cc3Oc3ncn(CCN4CCOCC4)c(=N)c32)cc1 (stereo not given)	0%	-2%	-8%	8%	-7%	1.9%	-8%	-8%	31%
CS(=O)(=O)N1CCCc2cc(C(=O)Nc3cccc(C(F)(F)F)c3)ccc21	-6%	-26%	-1%	9%	-5%	-0.8%	28%	14%	-5%
COC1OC2COC(c3ccccc3)OC2C(O)C1N (stereo not given)	11%	?	-2%	9%	4%	·	14%	-5%	-10%
Cc1cc(=O)oc2c(C)c(OC(C)C(=O)NCc3ccccn3)ccc12 (stereo not given)	8%	-18%	9%	1%	32%[activator]	0.9%	2%	-2%	6%[11.4 µM]
CCOc1ccc2oc(-c3ccccc3)c(C(=O)O)c2c1	?	-7%	-2%	-7%	426%[activator]	6.2%	78%[activator]	4%	-40%
COc1cccc(C(=O)NC2CCCc3c2cnn3-c2cc(C)cc(C)c2)c1 (stereo not given)	0%	-15%	0%	-3%	-14%	1.7%	-10%	4%	-5%

Random excerpt: two entries already listed
SMILES	12-LOX inh	USP1 inh	mIDH1 inhibitor	Vif-APOBEC3F blk	TrxR1 substrate	RXFP1 ag	TrxR1 inh	Vif-A3G inh	RGS4 inh
CCOC(=O)C1CCCN(S(=O)(=O)c2cc(Br)cc3c2N(C(=O)C2CC2)CC3)C1 (stereo not given)	-20%	-8%	3%	1%	3%[57.1 µM]	1.9%	4%[57.1 µM]	1%	-5%
Cc1cc(=O)oc2c(C)c(OC(C)C(=O)NCc3ccccn3)ccc12 (stereo not given)	8%	-18%	9%	1%	32%[activator]	0.9%	2%	-2%	6%[11.4 µM]

Other compounds.
SMILES	12-LOX inh	USP1 inh	mIDH1 inhibitor	Vif-APOBEC3F blk	TrxR1 substrate	RXFP1 ag	TrxR1 inh	Vif-A3G inh	RGS4 inh
COc1ccccc1N1CCN(S(=O)(=O)CCNC(=O)CCCc2ccccc2)CC1	-16%	-16%	0%	2%	-2%[57.1 µM]	0.6%	3%[57.1 µM]	-1%	15%
O=C(N/N=C/c1ccccc1C(=O)O)c1cccc(S(=O)(=O)N2CCCCC2)c1	215%[activator]	-12%	9%	0%	2%	2.0%	10%	1%	-3%
CC(C)(Oc1ccc(Cl)cc1)C(=O)N(Cc1ccccc1)c1ccccn1	13%	-7%	1%	-1%	-8%	-1.0%	-2%	-2%	0%
COc1ccc(CCNC(=O)C(=O)c2cn(CC(=O)N3CCOCC3)c3ccccc23)cc1OC	-2%	-14%	-1%	1%	-12%	29%	-14%	2%	13%
CCOc1ccc(NC(=S)NC(=O)c2c(Cl)cnn2CC)c([N+](=O)[O-])c1	1%	-19%	5%	-6%	-7%	0.4%	?	0%	-54%
CC(=O)NS(=O)(=O)c1ccc(NC(=O)CCC(=O)Oc2ccc(C)cc2)cc1	-21%	-17%	0%	2%	7%	2.9%	-6%	-5%	12%
C=CCC1(N(C(C)=O)c2ccccc2C)CCCCC1	-5%	-7%	7%	-2%	3%[57.1 µM]	-2.5%	26%[57.1 µM]	-1%	11%
CCOC(=O)c1nnn(-c2nc(N3CCCC3)nc(N3CCCC3)n2)c1-c1ccccc1	6%	-3%	-12%	1%	-3%	2.0%	-12%	5%	3%
COc1ccc(NC(=O)CS(=O)c2ccc(Br)cc2)cc1 (stereo not given)	-7%	-20%	9%	1%	0%	0.8%	7%	0%	4%
CCCCC(=O)Nc1nc(C)c(-c2csc(Nc3cc(OC)ccc3OC)n2)s1	-29%	9%	9%	-2%	22%[57.1 µM]	1.2%	28%[57.1 µM]	?	-33%

These rows are one share of the data, so the mix of outcomes need not match the whole.
